FEN1 inh: human FEN1 inhibition; Recombinant FEN1 flap cleavage, fluorescence, 15 min; Potency, µM (top dose mostly 114 µM), for inactives: at the highest dose activity change, negative = inhibition, hits mostly inhibitors; 390,000 compounds, 0.35% hits; AID 588795; note: nearly all actives have a fitted effect of over 65% in size
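Steps: FEN1 (10 nM) dispensed; compound added by pin tool; 15 min at room temperature; substrate added to 50 nM final; reads at 0 min and 15 min; data normalized and fitted (four-parameter Hill).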
GCN5L2 inh: blocks human GCN5L2 histone acetyltransferase; Q92830; GCN5L2 HAT assay, ThioGlo1 CoA-SH fluorescence; Potency, µM (highest dose often 58.9 µM), inactives show at the top dose activity change, negative = inhibition, hits mostly inhibitors; 390,000 compounds, 0.21% hits; AID 504327
Target sequence (Q92830 whole entry, looked up): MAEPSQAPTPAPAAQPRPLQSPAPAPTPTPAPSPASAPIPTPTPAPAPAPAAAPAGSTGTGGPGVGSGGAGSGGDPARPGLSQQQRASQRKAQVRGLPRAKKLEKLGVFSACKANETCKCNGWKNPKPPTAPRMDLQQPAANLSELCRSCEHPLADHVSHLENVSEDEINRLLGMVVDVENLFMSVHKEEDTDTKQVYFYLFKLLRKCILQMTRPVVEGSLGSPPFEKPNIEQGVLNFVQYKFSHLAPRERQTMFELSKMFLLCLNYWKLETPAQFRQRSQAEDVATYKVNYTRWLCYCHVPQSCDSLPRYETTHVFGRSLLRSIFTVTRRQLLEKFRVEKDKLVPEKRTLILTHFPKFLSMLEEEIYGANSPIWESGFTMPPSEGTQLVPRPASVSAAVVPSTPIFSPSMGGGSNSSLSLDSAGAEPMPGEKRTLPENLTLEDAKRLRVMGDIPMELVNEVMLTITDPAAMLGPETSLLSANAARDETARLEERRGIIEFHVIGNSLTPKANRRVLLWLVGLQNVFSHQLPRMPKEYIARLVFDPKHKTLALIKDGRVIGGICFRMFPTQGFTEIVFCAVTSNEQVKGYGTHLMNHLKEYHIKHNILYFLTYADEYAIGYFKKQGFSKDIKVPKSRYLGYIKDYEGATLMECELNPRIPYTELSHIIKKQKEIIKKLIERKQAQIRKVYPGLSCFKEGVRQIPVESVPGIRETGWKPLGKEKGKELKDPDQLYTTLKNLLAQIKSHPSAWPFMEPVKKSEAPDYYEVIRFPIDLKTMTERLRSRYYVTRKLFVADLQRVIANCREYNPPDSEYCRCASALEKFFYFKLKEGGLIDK
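Titration-based screen in which CoA formation is detected via maleimide probe ThioGlo1 (50uM) turning fluorescent on thiol reaction; substrates H3(1-25) 75uM and acetyl-CoA 70uM, GCN5L2 20nM, 20 min incubation at room temperature.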
TDP1 cell CPT: growth inhibition of DT40 Tdp1-/-;hTDP1 cells with camptothecin (screen for TDP1 inhibitors); chicken DT40 Tdp1-/-;hTDP1 cells + 20 nM CPT, ATP luminescence, 48 h; Potency, µM (doses to about 46.2 µM), for the others: at the highest dose activity change, negative = growth inhibition, usual class: inhibitors; 420,000 compounds, 12% hits; note: nearly all actives have a fitted effect of over 55% in size
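Cell growth measured by CellTiter-Glo luminescence after a minimum 48 h, 37 C compound exposure with 20 nM CPT in Tdp1-knockout DT40 cells stably expressing hTDP1, seeded 400/well; qHTS titration format.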
Starred values were filed as active, the others as inactive; ? = inconclusive; . = no result given; [ ] = remark or other dose. Calls come from the whole dose curve; as a rule, active = well fitted curve in the direction sought with a large enough effect; inconclusive = small, poorly fitted or top-dose-only effect, or another doubt; inactive = no such curve, though single readings can be large; an effect the other way counts as inactive or inconclusive. % is set by controls: 0 for no effect and ±100 for the full control effect; potency is the fitted concentration of half-maximal effect. Some of the compounds tested, so the mix of outcomes need not match the whole.

The line under a structure holds: FEN1 inh	GCN5L2 inh	TDP1 cell CPT
1	Nc1c(N(Cc2ccco2)C(=O)COc2ccccc2F)c(=O)[nH]c(=O)n1Cc1ccccc1
    7%	1%	-13%
2	CC(C)Cc1cc(C(=O)N(C)C2CCCN(Cc3ccccc3F)C2)n(C)n1 (stereo unspecified)
    18%	-4%	?
3	Cc1ccc(Cl)cc1N1CCN(C(=O)CCS(=O)(=O)c2cccc3nonc23)CC1
    -3%	-20%	?
4	COCCN(CC(=O)Nc1cccc(C)c1C)C(=O)c1cc(-c2ccncc2)nc2ccccc12
    10%	-2%	?
5	CC(=O)OC1CCC2(C)C(=CCC3C2CCC2(C)C3CC3ON=C(C)C32)C1 (stereo unspecified)
    -7%	.	?
6	CCOC(=O)c1cnc2c(C(=O)OC)cccc2c1NCc1cccnc1
    -13%	-3%	-2%
7	O=C(CCSCCc1ccccn1)Nc1c(F)c(F)c(F)c(F)c1F
    4%	0%	4%
8	Cc1nnc(SCCn2c(N3CCN(C)CC3)nc3c2c(=O)[nH]c(=O)n3C)s1
    -1%	-2%	-10%
9	CN(C)c1ccc(/C=C/C=C/c2ccnc3ccccc23)cc1
    ?	.	1.8µM*
10	Cc1ccc(OCC(=O)NCCCNC(=O)c2ccccn2)cc1C
    14%	-4%	1%
11	CCOC(=O)C1(CCc2ccccc2)CCN(Cc2ccc(O)cc2)CC1
    -4%	?	16µM*
12	COC(=O)c1ccc(NC(=S)NC2CC2)cc1
    19%	9%	-17%
13	CC(=O)Nc1ccc(NC2CCCCC2NS(=O)(=O)c2ccccc2)cc1 (stereo unspecified)
    21%	-5%	-3%
14	CCN(C[C@H]1N[C@@](C)(C(=O)OC)[C@H]2C(=O)N(C)C(=O)[C@@H]12)C(=O)Nc1ccc(Cl)cc1
    -7%	-5%	11%
15	CCc1ccccc1NC(=S)N(CCN1CCCCCC1)Cc1ccco1
    -4%	0%	1%
16	CCOC(=O)Nc1ccc2c(c1)N(C(=O)CCN1CCN(C)CC1)c1ccccc1S2
    -3%	-15%	?
17	O=C(Nc1ccc(Cl)cc1)Nc1ccc(Oc2cccnc2)nc1
    -11%	-3%	18µM*
18	CCOC(=O)CSc1nc2c(sc(=S)n2-c2ccccc2OC)c(=O)n1-c1ccccc1OC
    8%	-9%	-24%
19	N#CCCOC1(C#CCN2CCCC2)CCCCC1
    16%	3%	-9%
20	O=C(OCC(=O)N(C1CCCCC1)C1CCCCC1)c1ccc(O)cc1
    -4%	-4%	?

The listing continues:
The line under a structure holds: FEN1 inh	GCN5L2 inh	TDP1 cell CPT
21	CCn1c(COc2ccc(Cl)cc2Cl)nc2ccccc21
    -12%	3%	?
22	Cc1ccccc1-c1noc(CSc2nnc(Cc3ccccc3)n2-c2ccc(F)cc2)n1
    -16%	-9%	?
23	CN(C)c1ccc(C2Nc3ccccc3C(=O)N2CCN2CCNC2=O)cc1 (stereo unspecified)
    8%	-1%	-4%
24	COc1ccccc1CNC(=O)COC(=O)c1ccc(NC(N)=O)cc1
    5%	-4%	-17%
25	COc1ccccc1Nc1nc2ccccc2n1C
    18%	1%	-4%
26	C[C@H]1COC(=O)[C@@H](Cc2ccc(F)cc2)C/C=C\C[C@H](CC(=O)N(CCO)Cc2ccccc2)C(=O)N1
    19%	-1%	21µM*
27	O=C(Nc1cccc(F)c1)N1CC[C@@]2(CCCN(C(=O)c3ccco3)C2)C1
    .	0%	3%
28	CCn1cc(C(=O)Nc2sc(C)c(C)c2C(=O)OC)cn1
    -8%	2%	0%
29	S=c1nc[nH]c2c1cnn2Cc1ccccc1
    -6%	-2%	10µM*
30	CCc1ccccc1NS(=O)(=O)c1ccc2[nH]cc(C(=O)NCC3CCCO3)c(=O)c2c1 (stereo unspecified)
    4%	-7%	-1%
31	CC(Sc1nncn1C)C(=O)Nc1nnc(C(C)C)s1 (stereo unspecified)
    0%	-6%	-24%
32	CC(=O)Nc1nonc1-c1nnc(SCC(=O)Nc2cccc(C)c2C)n1-c1ccccc1
    17%	-11%	23µM*
33	CCOC(=O)c1[nH]c(C)c(C(=O)NCc2ccc(Cl)cc2)c1C
    11%	1%	?
34	COc1ccc(C)cc1N(C)C(=O)Cc1c(C(=O)O)n(C)c2ccccc12
    -1%	-6%	0%
35	COc1ccc(C(=O)NNC2=CC(=O)CC(C)(C)C2)cc1
    0%	-1%	13%
36	CC(=O)c1ccc(N/C=C\C(=O)c2ccc(C)cc2)cc1
    6%	-17%	1%
37	COc1cccc(NC(=O)CSc2nnc(COc3ccc(Cl)cc3)o2)c1
    14%	-1%	-14%
38	CCCc1c(C(=O)N/N=C(\C)c2ccc(O)cc2)nnn1-c1nonc1N
    ?	-7%	-20%
39	Cc1ccc(/C=C/C(=O)NN2CCN(C)CC2)cc1
    -19%	?	-5%
40	CCN1CCN(c2nnc(-n3cccc3C(=O)Nc3cccc(OC)c3)s2)CC1
    0%	-2%	-25%

Compounds from the list above that have an NH in an aromatic ring (5):
The line under a structure holds: FEN1 inh	GCN5L2 inh	TDP1 cell CPT
1	Nc1c(N(Cc2ccco2)C(=O)COc2ccccc2F)c(=O)[nH]c(=O)n1Cc1ccccc1
    7%	1%	-13%
8	Cc1nnc(SCCn2c(N3CCN(C)CC3)nc3c2c(=O)[nH]c(=O)n3C)s1
    -1%	-2%	-10%
29	S=c1nc[nH]c2c1cnn2Cc1ccccc1
    -6%	-2%	10µM*
30	CCc1ccccc1NS(=O)(=O)c1ccc2[nH]cc(C(=O)NCC3CCCO3)c(=O)c2c1 (stereo unspecified)
    4%	-7%	-1%
33	CCOC(=O)c1[nH]c(C)c(C(=O)NCc2ccc(Cl)cc2)c1C
    11%	1%	?

Further results:
The line under a structure holds: FEN1 inh	GCN5L2 inh	TDP1 cell CPT
41	Cn1nc(-c2ccccc2)c(CSc2ccccc2Cl)c1Cl
    -12%	-3%	?
42	COc1ccc(NC(=O)CSc2nc(C)cs2)c(OC)c1
    -4%	2%	-5%
43	COc1ccccc1NS(=O)(=O)c1cccc(-n2c(O)c(C=Nc3ccccc3C(=O)O)c3ccccc3c2=O)c1
    79µM*	?	?
44	COC(=O)c1ccc2c(=O)n(CC3CCCO3)c(SCC(=O)Nc3ccccc3Cl)nc2c1 (stereo unspecified)
    2%	-5%[0.501 µM]	?
45	O=c1c2c(nc3c(-c4ccccc4)c[nH]n13)CCC2
    -5%	-16%	?
46	COc1ccc(NC(=O)Cc2nnc(SCC(=O)NC3CCCCC3)n2C)cc1
    5%	-9%	-3%
47	Cc1ccnc(NC(=O)CCC2COc3ccccc3O2)c1 (stereo unspecified)
    1%	-20%	2%
48	Fc1cc(Br)ccc1Nc1c2c(nc3nc(-c4cccs4)nn13)CCCC2
    12%	-3%	21µM*
49	CCCCCC1CC(CC(=O)O)C(=O)O1 (stereo unspecified)
    -3%	-9%	-2%
50	CN1CCN(c2ncc3nc(-c4ccccc4)c(=O)n(C)c3n2)CC1
    .	-12%	?
51	C=CC[C@@H](Cc1ccc(F)cc1)C(=O)OC[C@@H]1CCCN1C(=O)[C@H](CC=C)CC(=O)NCCO
    -3%	-1%	?
52	Cc1ccc(NC(=S)NNC(=O)CCn2cc(C)cn2)cc1
    9%	3%	-1%
53	Cc1ccc2oc(C(=O)N(C)Cc3cnccn3)c(C)c2c1
    -3%	1%	-15%
54	CC1(C)Cc2nc3sc4c(=O)n(CC(=O)NCc5ccco5)cnc4c3cc2CO1
    1%	-5%	4.6µM*
55	COc1ccc(NC(=O)Cc2coc3cc(C)ccc23)cn1
    -10%	-4%	1%
56	CCC(=O)c1ccc(OCC(=O)N2CCN(c3ccccn3)CC2)cc1
    -4%	1%	-24%
57	N#C/C(C(N)=O)=c1/ccc2c(c1)N1C3=C(CCCC3)CC3CCCCC31N=2 (stereo unspecified)
    -15%	-1%	15µM*
58	CCN1C(=O)[C@@H]2[C@@H](c3ccc(-c4ccc(OC)cc4)c(OC)c3)N3CCC[C@@]3(C(=O)OC)[C@@H]2C1=O
    -6%	-7%	?
59	COc1ccc(OCCCC(=O)Nc2cccnc2)cc1
    2%	-1%	-9%
60	Cc1cc(C)nc(Nc2n[nH]c(-c3cccc4ccccc34)n2)n1
    -9%	0%	?

New compounds follow.
The line under a structure holds: FEN1 inh	GCN5L2 inh	TDP1 cell CPT
61	CCCCCCCNC(=O)C1(CC2CC(c3ccc(Cl)cc3)=NO2)CCN(C(=O)CCCCCBr)CC1 (stereo unspecified)
    -20%	1%	16µM*
62	Cc1cc(SCC(=O)c2cccs2)n2nc(C)c(-c3ccccc3)c2n1
    -10%	-10%	?
63	O=C(NCCCn1ccnc1)C(=O)c1cn(CC(=O)N2CCCCCC2)c2ccccc12
    -2%	-7%	0%
64	Cc1cc(=O)oc2c3c(cc(OCC(=O)NCCCn4ccnc4)c12)OC(C)(C)CC3
    -14%	-5%	?
65	CCCCN(C)CCCNC(=O)CC1Oc2ccccc2NC1=O (stereo unspecified)
    17%	0%	-19%
66	COc1ccc(Cn2c(=S)[nH]c3cc(C(=O)NCc4cccnc4)ccc3c2=O)cc1
    4%	-5%	-2%
67	CCOc1ccc(N(CC(=O)NC2CCCC2)S(=O)(=O)c2c(C)[nH]c(=O)[nH]c2=O)cc1
    4%	-4%	1%
68	CCOC(=O)c1csc(NC(=O)CN2CCCCC2)n1
    0%	-4%	-19%
69	COc1ccc2[nH]c3nc(SCC(=O)Nc4cccc(NC(C)=O)c4)nnc3c2c1
    8%	-7%	-1%
70	CCC(C)Nc1nc2c(c(=O)n(C)c(=O)n2C)n1Cc1ccc(Cl)cc1 (stereo unspecified)
    8%	-4%	13µM*
71	CCCCn1c(N)c(N(CC(C)C)C(=O)c2ccc(F)c(S(=O)(=O)N3CCOCC3)c2)c(=O)[nH]c1=O
    5%	-2%	-8%
72	Cc1ccc2c(c1)c1c(n2CC(O)Cn2ccnc2C)C(=O)CCC1 (stereo unspecified)
    -11%	-5%	?
73	Cc1ccc(N(CC(=O)NC2CCCCCC2)S(=O)(=O)c2c(C)nn(C)c2C)cc1
    0%	8%	-26%
74	COC(=O)c1ccc(CSc2nncn2C)cc1
    1%	-6%	-22%
75	CC1CCCN(Cc2nc3c(c(=O)n(C)c(=O)n3C)n2CC(=O)c2ccccc2)C1 (stereo unspecified)
    14%	-2%	23µM*
76	Cc1ccc(/C=N/NS(=O)(=O)c2ccc([N+](=O)[O-])cc2)o1
    3%	-2%	-5%
77	Nc1ncnc2c1ncn2CCOCP(=O)(O)O
    .	3%	-11%
78	CCOC(=O)C1CCN(c2ncnc3c2c(-c2ccccc2)cn3-c2ccc(Cl)cc2)CC1
    -1%	-23%	-9%
79	O=C1C(=O)N(CCCn2ccnc2)C(c2ccc(Cl)cc2)/C1=C(\O)c1ccc2c(c1)OCCO2 (stereo unspecified)
    -6%	-6%	2%
80	CCCCOc1ccc(C(=O)Nc2cccc(-c3nc4ccccc4o3)c2C)cc1
    4%	-3%	-29%

The results go on.
The line under a structure holds: FEN1 inh	GCN5L2 inh	TDP1 cell CPT
81	Cc1ccccc1NC(=O)NCCCN1CCCC1=O
    -12%	-9%	3%
82	CCn1c(COc2ccc(Cl)cc2)nnc1SCC(=O)Nc1ccc2c(c1)OCCO2
    -3%	-5%	-11%
83	Cc1n[nH]c(C)c1CCN(C)Cc1cn(C)nc1-c1ccc2c(c1)OCCO2
    14%	-7%	3%
84	O=C(NCc1cccs1)C1CCCN(c2nc3ccccc3o2)C1 (stereo unspecified)
    -5%	-4%	-17%
85	Cc1cc(O)cc2c1O[C@](C)(CCC(=O)O)CC2
    9%	.	-3%
86	CC(NC(=O)CCC(=O)NCc1ccc(F)cc1)c1ccccc1 (stereo unspecified)
    3%	-8%	-2%
87	O=C(COc1ccc(Cl)cc1Cl)N/N=C1\CCCc2ccccc21
    -5%	-22%	?
88	CN(C(=O)COC(=O)c1ccc(S(=O)(=O)N2CCOCC2)cc1)C1CCCCC1
    5%	-8%	0%
89	Cc1noc(C)c1-c1cncnc1NCc1ccccc1
    .	-6%	?
90	CCOC(=O)C1CCCN(C(=O)c2ccc(C)c(NC(=O)c3nsc4ccccc34)c2)C1 (stereo unspecified)
    4%	-1%	?
91	N#Cc1ccccc1COC(=O)c1ccc2c(c1)OCCO2
    -9%	-4%	?
92	COc1ccc(CN2C(=O)NC3(CCOc4ccccc43)C2=O)cc1F (stereo unspecified)
    -10%	-8%	0%

3 records picked at random from the list so far, as already listed:
The line under a structure holds: FEN1 inh	GCN5L2 inh	TDP1 cell CPT
88	CN(C(=O)COC(=O)c1ccc(S(=O)(=O)N2CCOCC2)cc1)C1CCCCC1
    5%	-8%	0%
91	N#Cc1ccccc1COC(=O)c1ccc2c(c1)OCCO2
    -9%	-4%	?
86	CC(NC(=O)CCC(=O)NCc1ccc(F)cc1)c1ccccc1 (stereo unspecified)
    3%	-8%	-2%

Assay outcomes: PubChem, National Center for Advancing Translational Sciences (NCATS)
